C-LANA FP: blocks KSHV LANA C-terminal domain binding to DNA; MBP-C-LANA/FAM-LBS DNA binding, fluorescence polarization; inhibition, % at 9 µM; hit rate 0.078% among 340,000; AID 504423;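 active = highest replicate inhibition at or above 60% at 9 µM, even if other replicates fall short; inactive = all replicates below 60% inhibition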;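 also: 0% = neutral control wells and 100% = 4 µM acridine orange control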
PfHsp90 set2: reduces growth (ATP signal) of yeast expressing P. falciparum Hsp90; inhibition, % at 9.4 µM; hit rate 0.32% among 310,000; S. cerevisiae expressing PfHsp90, BacTiter-Glo ATP, 48 h; yeast lacking PDR1 and PDR3 efflux regulators; AID 504621;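 active = every replicate shows inhibition above about 80%, whatever the replicate mean, limit read from the data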;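 also: 0% = DMSO neutral controls and 100% = 20 µM radicicol positive controls; yeast relying on Plasmodium falciparum Hsp90 in place of its own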
Keap1 Nrf2 FP: Keap1-Nrf2 (human) interaction inhibition | Q14145 | Keap1 Kelch-Nrf2 peptide fluorescence polarization, 1536-well | inhibition, % at 9.4 µM | hit rate 0.15% among 340,000; in the data active = inhibition above about 12%;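 also: human Keap1 Kelch domain with fluorescein labeled Nrf2 9mer peptide probe; 0% = neutral control wells and 100% = peptide positive control; higher means more block of Keap1 binding to Nrf2 peptide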
Rtt109 HAT inh: C. albicans Rtt109 histone acetyltransferase inhibition; Q5AAJ8; purified Rtt109/Vps75, ThioGlo CoA-SH fluorescence, 4 h; inhibition, % at 34.9 µM; hit rate 0.16% among 330,000;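 active = inhibition of at least 50% in every replicate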
Target sequence (Q5AAJ8 whole entry, looked up): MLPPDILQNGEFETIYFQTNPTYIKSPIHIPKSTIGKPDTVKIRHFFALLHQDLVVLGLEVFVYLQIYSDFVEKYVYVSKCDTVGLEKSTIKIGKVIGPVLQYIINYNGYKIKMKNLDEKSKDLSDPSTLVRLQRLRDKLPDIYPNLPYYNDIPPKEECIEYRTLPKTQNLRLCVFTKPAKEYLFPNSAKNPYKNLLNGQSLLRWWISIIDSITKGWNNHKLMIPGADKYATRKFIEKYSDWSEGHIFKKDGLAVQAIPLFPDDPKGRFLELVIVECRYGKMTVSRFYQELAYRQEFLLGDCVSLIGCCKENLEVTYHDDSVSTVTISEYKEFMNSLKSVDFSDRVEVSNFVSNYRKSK
dFosB act: enhances mouse delta FosB homodimer DNA binding | P13346 | purified delta FosB, TAMRA-CDK5 oligo fluorescence polarization; percent of positive-control signal above neutral wells | activation, % at 25 µM | hit rate 0.99% among 340,000;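 active = mean activation above about 17%, with every replicate also reaching it, limit read from the data, passing the limit was not always enough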;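 also: fluorescence polarization rise as delta FosB binds a TAMRA Cdk5 AP-1 oligo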
Target sequence (P13346 whole entry, looked up): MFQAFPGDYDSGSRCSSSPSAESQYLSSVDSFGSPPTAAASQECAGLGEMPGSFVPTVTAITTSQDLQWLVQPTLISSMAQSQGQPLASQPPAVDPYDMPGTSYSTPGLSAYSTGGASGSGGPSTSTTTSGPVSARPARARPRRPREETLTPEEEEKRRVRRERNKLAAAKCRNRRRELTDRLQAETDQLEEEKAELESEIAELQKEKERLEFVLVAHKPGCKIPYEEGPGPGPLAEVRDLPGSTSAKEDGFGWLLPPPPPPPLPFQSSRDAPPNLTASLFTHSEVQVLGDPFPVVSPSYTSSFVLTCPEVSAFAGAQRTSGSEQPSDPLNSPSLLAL
CDK5 p35 inh: blocks human CDK5/p35 kinase activity; Recombinant CDK5/p35, ADP-Glo luminescence, 60 min; inhibition, % at 10 µM; hit rate 0.01% among 330,000;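 active = highest replicate inhibition of at least 50% and at least 75% of replicates reaching 50%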;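 also: plate controls were DMSO neutral control for no effect and GW8510 at 10 µM for full effect; many of its hits are not listed in these tables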
RTF Ca sens act: increases calcium sensitivity of human cardiac regulated thin filaments. hit rate 0.24% among 340,000. IANBD-labeled TnC RTF fluorescence at EC20 calcium; 0% EC20 calcium, 100% full calcium. activation, % at 7.2 µM;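 active = activation above the mean over all tested compounds plus 3 SD, cut at about 30% in these data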;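 also: rise in fluorescence read as greater calcium sensitivity of cardiac thin filaments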
SUMO Mot1 rescue: SUMOylation pathway inhibition by Mot1-301 growth rescue. growth rescue, % at 18.8 µM. S. cerevisiae Mot1-301 growth rescue, ATP luminescence, 38.5C; percent above DMSO median, 100 means doubled. hit rate 1% among 320,000. AID 2716;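 active = every valid replicate shows activation above 250% relative to neutral control wells; inactive = the rest, any valid replicate at or below 250%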;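 also: OY570 slx delta 5 strain wells were the positive control but not used for scaling; some compounds called inactive have numbers as strong as hits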
RTF Ca sens inh: cardiac RTF calcium desensitization | P19429+P45379 | IANBD-labeled cardiac RTF, Ca2+ fluorescence | inhibition, % at 7.15 µM | hit rate 0.12% among 340,000 | AID 493244;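 active = inhibition above the mean inhibition of all tested compounds plus 3 SD, cut at about 17% in these data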;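 also: assay run at fixed EC70 calcium of 1.6 mM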
PvdQ inh: P. aeruginosa PvdQ acylase inhibition | purified PvdQ acylase, fluorescence plate reader | hit rate 0.063% among 340,000 | inhibition, % at 10 µM; in the data active = inhibition above about 30%, passing the limit was not always enough;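 also: 0% = vehicle neutral wells and 100% = reference inhibitor wells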
NSD2 HMT inh: NSD2 (human) methyltransferase inhibition; O96028; NSD2 peptide methylation, AlphaScreen, 120 min; inhibition, % at 12.5 µM; hit rate 0.54% among 310,000; in the data active = inhibition above about 50%
* marks the source's active call; other numbers are inactive results; i = inactive; nt = no result given.

SMILES | C-LANA FP | PfHsp90 set2 | Keap1 Nrf2 FP | Rtt109 HAT inh | dFosB act | CDK5 p35 inh | RTF Ca sens act | SUMO Mot1 rescue | RTF Ca sens inh | PvdQ inh | NSD2 HMT inh
CCOC(=O)C1CCN(S(=O)(=O)c2cc(Br)cc3c2N(C(C)=O)C(C)C3)CC1 (centres undefined) | -0.6 | -3 | -1 | -3 | -8 | 0.0 | 0 | nt | -5 | -12 | -3
Cc1c([N+](=O)[O-])cc(C(=O)NCc2ccc(F)cc2)cc1[N+](=O)[O-] | -0.8 | 6 | -1 | -8 | -10 | -1.0 | 4 | -5 | -5 | -7 | -3
Cc1ccc(OCc2cc(C(=O)N(C)Cc3cc(C4CC4)n[nH]3)no2)cc1C | 0.6 | 7 | -1 | -4 | -3 | -0.8 | 6 | 5 | -2 | -17 | 12
CCN(CC(=O)NC(C)C)C(=O)Cc1ccc(C)c(C)c1 | 1.6 | -27 | -2 | 0 | 0 | -1.0 | 1 | -7 | -9 | -11 | 0
COc1ccccc1C(=O)Oc1ccccc1C(=O)Nc1ccccc1 | 1.5 | 3 | 2 | nt | -6 | -1.0 | -1 | -21 | -7 | -11 | 0
CCNCC(O)COCC(O)CNCC (centres undefined) | -1.3 | 31 | 0 | 3 | 2 | -2.1 | 1 | -24 | -32 | -18 | nt
O=C(CC1C(=O)NCCN1Cc1cccc(C(F)(F)F)c1)NCCCOc1cccnc1 (centres undefined) | 0.0 | -24 | -12 | 0 | -6 | 1.0 | -2 | -14 | 0 | -9 | -10
O=C(/C=C/c1cccc([N+](=O)[O-])c1)N1CCOCC1 | 0.1 | 2 | -2 | -1 | -3 | 3.7 | 5 | -4 | 4 | -1 | -1
O=c1[nH]c2cc(Br)cnc2nc1/C=C(\O)c1ccc(F)cc1 | 3.0 | -51 | -3 | -5 | -16 | 0.9 | -1 | 338* | -14 | -4 | 1
c1cc(-n2cnnn2)ccc1NC1=NCCC1 | 0.0 | -8 | -8 | -4 | -5 | -1.5 | 9 | 118 | 1 | -15 | 1
NC(=O)CC(NC(=O)Cc1cccc2ccccc12)c1ccc(N2CCC(Cc3ccccc3)CC2)c([N+](=O)[O-])c1 (centres undefined) | 1.7 | 16 | -3 | -3 | 1 | -1.3 | -3 | -32 | 7 | -4 | nt
COc1ccc(NC(=O)N(CCN2CCCC2)Cc2cc3cc(OC)c(OC)cc3[nH]c2=O)cc1 | -1.1 | 0 | -3 | 6 | 5 | 0.6 | 8 | -9 | -10 | -8 | 0
COc1ccc(/C(C)=N/NC(=O)Cn2nc([N+](=O)[O-])cc2C)cc1 | -6.4 | 11 | -5 | 8 | 2 | 0.7 | 5 | 61 | 1 | -14 | -4
O=S(=O)(CCN1CCN(C(c2ccccc2)c2ccccc2)CC1)C(F)(F)F | -0.9 | -27 | -5 | nt | 5 | 1.0 | 2 | 61 | -8 | -10 | nt
Cc1c(CCO)c(=O)n(C)n1C(=O)c1ccc(Cl)cc1 | -0.3 | -4 | -4 | -4 | -2 | 1.2 | 0 | 16 | -1 | -6 | 0
Cc1ccc(N2C(=O)c3n[nH]c(C)c3C2c2ccco2)cc1 (centres undefined) | -2.1 | nt | -6 | -11 | -6 | -15 | -2 | 7 | -7 | -10 | 1
CSc1nc(-c2ccccc2F)c(C#N)c(=O)n1C | 1.0 | -41 | -3 | -2 | -7 | -0.1 | 5 | nt | -6 | 1 | -1
Cc1ccc(S(=O)(=O)N2CCN(C)CC2)c2nsnc12 | -0.1 | -20 | -1 | 4 | -1 | -0.5 | -2 | 6 | -24 | -5 | 3
COc1ccc(CNC(=O)/C=C/c2ccc(OCCCF)cc2)cc1OC | 1.2 | 11 | -4 | 2 | -4 | 0.3 | -1 | 90 | 2 | 1 | 1
O=C(Cn1c2ccc(F)cc2c2nc3n(c(=O)c21)CCS3)NC1CCCC1 | 0.0 | -1 | 0 | -8 | -3 | 0.1 | -1 | -20 | 1 | -12 | 0
CC(C)=CCC[C@](C)(OC1OC(COC2OCC(O)C(O)C2O)C(O)C(O)C1O)C1CC[C@]2(C)C1C(O)CC1[C@@]3(C)CCC(O[C@@H]4O[C@H](CO)C(O)C(O)C4O[C@@H]4OC(CO)C(O)C(O)C4O)C(C)(C)C3CC[C@]12C (some centres undefined) | -3.7 | -15 | -4 | 0 | 0 | 0.4 | -5 | -2 | -10 | -10 | nt
CC(=O)Nc1ccc(S(=O)(=O)N2CCC(C(=O)O)CC2)cc1 | -4.2 | -20 | -3 | -3 | 3 | -0.7 | 0 | -19 | -12 | -4 | -1
CCOC(=O)c1sc(=S)n(-c2ccccc2)c1SC | 0.5 | nt | -2 | -1 | 6 | -0.6 | 0 | 414 | -4 | -13 | 1
Cc1cc(C)nc(N(C#N)Cc2ccccc2Cl)n1 | -1.0 | -7 | -7 | 5 | -8 | -2.4 | 18 | -4 | -7 | -10 | nt
COc1cc(OC)c(NC(=O)C2CCN(S(=O)(=O)c3ccc4c(c3)CC(C)N4C(C)=O)CC2)cc1Cl (centres undefined) | -1.2 | 2 | -7 | 19 | -7 | 0.1 | 5 | -2 | 3 | 3 | -2
Cc1cc2nnc(SCC(=O)NCC(c3ccccc3)N(C)C)n2c2ccccc12 (centres undefined) | -2.7 | -14 | -4 | 3 | -24 | -0.9 | -5 | i | 2 | -14 | -6
Cc1cnc(NC(=O)Cc2ccccc2F)s1 | 0.6 | -46 | -3 | -7 | 0 | 3.1 | 1 | 35 | -1 | -14 | 1
COc1ccc(C=NNC(=O)NN=Cc2ccc(OC)c(OC)c2)cc1OC | -3.5 | 4 | -7 | -1 | -4 | -4.5 | 4 | nt | -4 | -25 | -1
Cc1cc(C)nc(SCCc2ccncc2)n1 | 0.5 | -7 | -7 | 35 | -6 | 0.8 | 0 | 37 | -1 | -13 | nt
COc1cc(C(=O)N(Cc2ccc(C)o2)C2CCS(=O)(=O)C2)cc(OC)c1OC (centres undefined) | 0.7 | -6 | -3 | 3 | -5 | 1.5 | 3 | 2 | -4 | -10 | -2
Cc1noc(C)c1C(=O)N(CC(=O)Nc1ccccc1Br)Cc1ccco1 | 1.3 | 10 | 0 | 2 | 3 | 0.4 | 0 | 3 | -4 | -5 | 0
CCCN(CC1CC1)C(=S)Nc1ccc(Oc2ccccc2)cc1 | 0.6 | -19 | 0 | -5 | -11 | 0.5 | 0 | 23 | 3 | -7 | -2
O=C(NCC(=O)N(Cc1ccco1)C(C(=O)NC1CCCC1)c1cccnc1)c1ccco1 (centres undefined) | -0.2 | -2 | -3 | -9 | -1 | -0.4 | -4 | -14 | 3 | 0 | 0
CC(=NNC(=S)SCc1ccccc1)c1ccccn1 | -1.8 | 22 | 0 | 0 | -3 | 1.6 | -6 | nt | 0 | -14 | 22
CCCCCCn1c(NCC)nc2c1c(=O)n(C)c(=O)n2C | -0.8 | -10 | 1 | 14 | -6 | 1.5 | 1 | -8 | 5 | -10 | 1
Cc1ccc(/C=N/NC(=O)c2cccnc2)s1 | -0.6 | 12 | 0 | -2 | 8 | 0.4 | 1 | 1 | -3 | -14 | 40
Cn1cc(C(=O)c2ccc(F)cc2)cc1-c1nc2ccccc2n1C | 0.6 | -13 | 5 | 6 | -10 | 2.8 | 4 | -18 | 1 | -13 | 4
Cc1ccc(S(=O)(=O)N2[C@@H](c3ccccc3F)C(C(=O)O)=CC[C@H]2c2ccc(Cl)c(Cl)c2)cc1 | 0.7 | -2 | 1 | -12 | -10 | -2.8 | -1 | 256 | -2 | -10 | nt
COCCn1cnnc1SCC(=O)Nc1cccc(S(=O)(=O)N2CCCCC2)c1 | 0.0 | nt | -9 | 6 | -7 | -1.6 | -3 | 15 | 1 | -5 | 4
CCCc1ccc2oc(C(=O)N3CCN(CCC(N)=O)CC3)c(C)c2c1 | 2.4 | -2 | -5 | 6 | -2 | 0.4 | 3 | 253 | -7 | -15 | 0
CN(C(=O)c1ccc(NC(=O)Cc2ccc([N+](=O)[O-])cc2)cc1)C1CCCC1 | 1.5 | -20 | -1 | 5 | 1 | -0.3 | 3 | 8 | 6 | 9 | nt
CCCCCCCCNC(=O)/C(C#N)=C/c1ccc(SC)cc1 | -0.6 | 4 | -2 | -1 | -5 | -0.3 | 8 | 0 | 0 | -1 | 24
COc1ccc(-c2nc(=S)c3ccc4ccccc4c3[nH]2)cc1 | 0.5 | -7 | 4 | 8 | 2 | 0.4 | 3 | nt | -11 | -9 | nt
O=C1CN(C(=O)CC2c3ccccc3-c3ccccc32)CC(=O)N1 | 0.7 | -12 | -3 | 3 | -1 | -0.4 | -3 | -1 | -5 | -17 | 1
CCOc1ccc(N(CC(=O)NC2CCCC2)C(=O)Cn2nnc(-c3ccc(C)o3)n2)cc1 | -0.6 | 9 | 0 | 11 | -8 | 0.0 | -3 | nt | 3 | -11 | -3
Cc1cc(C)n(-c2nc(-c3cccc(Cl)c3)cs2)n1 | 0.5 | 17 | -4 | -4 | 2 | 0.6 | 5 | 434* | -1 | -13 | -3
Cc1ccc(S(=O)(=O)ON2C(=O)c3ccccc3C2=O)c(C)c1 | -0.3 | 11 | -15 | 0 | -9 | -0.5 | 1 | 21 | -5 | -14 | 3

Of the compounds above, six contain an aryl thioether with sulfur outside any ring:
SMILES | C-LANA FP | PfHsp90 set2 | Keap1 Nrf2 FP | Rtt109 HAT inh | dFosB act | CDK5 p35 inh | RTF Ca sens act | SUMO Mot1 rescue | RTF Ca sens inh | PvdQ inh | NSD2 HMT inh
CSc1nc(-c2ccccc2F)c(C#N)c(=O)n1C | 1.0 | -41 | -3 | -2 | -7 | -0.1 | 5 | nt | -6 | 1 | -1
CCOC(=O)c1sc(=S)n(-c2ccccc2)c1SC | 0.5 | nt | -2 | -1 | 6 | -0.6 | 0 | 414 | -4 | -13 | 1
Cc1cc2nnc(SCC(=O)NCC(c3ccccc3)N(C)C)n2c2ccccc12 (centres undefined) | -2.7 | -14 | -4 | 3 | -24 | -0.9 | -5 | i | 2 | -14 | -6
Cc1cc(C)nc(SCCc2ccncc2)n1 | 0.5 | -7 | -7 | 35 | -6 | 0.8 | 0 | 37 | -1 | -13 | nt
COCCn1cnnc1SCC(=O)Nc1cccc(S(=O)(=O)N2CCCCC2)c1 | 0.0 | nt | -9 | 6 | -7 | -1.6 | -3 | 15 | 1 | -5 | 4
CCCCCCCCNC(=O)/C(C#N)=C/c1ccc(SC)cc1 | -0.6 | 4 | -2 | -1 | -5 | -0.3 | 8 | 0 | 0 | -1 | 24

Compound activity: PubChem BioAssay, several laboratories
